Screens deposited in PubChem by National Center for Advancing Translational Sciences (NCATS).
Pf growth 96h = P. falciparum growth inhibition at 96 hour, primary screen for plastid delayed-death inhibitors. P. falciparum luciferase reporter growth, 96 h. Potency, µM (highest dose often 28.7 µM), for inactives: at the top dose activity change, negative = inhibition, hits mostly inhibitors. 6.9% of 320,000 active. AID 504834; note: potency is the fitted concentration of half-maximal effect; % is set by controls: 0 for no effect and ±100 for the full control effect
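Two parasite generations (96 h, 37 C, 5% CO2) of compound exposure in infected erythrocytes (0.05% parasitemia, 2% hematocrit). Luciferase-reporter P. falciparum; decreased luminescence indicates inhibited growth, aimed at apicoplast-acting delayed death.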
Shiga toxin inh = inhibitors of Shiga toxin in Vero cells; 9.2% of 290,000 active; AID 2315; inhibition, % at 38.7 µM; Vero cells, Shiga toxin protein synthesis inhibition reporter; in the data active = inhibition mostly above about 28%, no sharp cut-off; inactive = mostly below about 43%; note: 0% is about no effect
LmPK inh = LmPK (Leishmania mexicana) enzyme inhibition; 0.37% of 290,000 active; Potency, µM (titrated, usually from 57.5 µM), without a hit: at the top dose activity change, negative = inhibition, actives largely listed as inhibitors; purified LmPK, Kinase-Glo ATP luminescence, 1 h; Q27686; note: potency is the fitted concentration of half-maximal effect; % is set by controls: 0 for no effect and ±100 for the full control effect
Target sequence (Q27686 whole entry, looked up): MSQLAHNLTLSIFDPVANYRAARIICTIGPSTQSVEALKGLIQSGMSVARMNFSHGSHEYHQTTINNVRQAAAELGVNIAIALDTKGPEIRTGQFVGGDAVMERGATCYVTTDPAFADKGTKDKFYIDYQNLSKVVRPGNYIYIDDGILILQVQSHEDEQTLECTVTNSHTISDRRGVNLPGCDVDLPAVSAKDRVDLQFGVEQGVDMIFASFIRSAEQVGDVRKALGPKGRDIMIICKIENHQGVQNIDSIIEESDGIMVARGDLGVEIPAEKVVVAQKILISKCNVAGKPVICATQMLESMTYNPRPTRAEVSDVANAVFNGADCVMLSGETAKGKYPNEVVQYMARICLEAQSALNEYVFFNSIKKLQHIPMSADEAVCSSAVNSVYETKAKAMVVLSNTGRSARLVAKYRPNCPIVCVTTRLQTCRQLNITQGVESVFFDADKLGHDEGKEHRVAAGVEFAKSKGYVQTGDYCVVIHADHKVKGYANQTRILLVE
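Purified LmPK (0.1 nM) converted ADP (0.1 mM) to ATP with PEP (0.5 mM) in imidazole buffer pH 7.2 with KCl and MgCl2, 1 h at room temperature. ATP was read by Kinase-Glo luminescence; data normalized to uninhibited and no-enzyme controls.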
Tb PYK inh = T. brucei pyruvate kinase inhibition; Q57TT1; TbPYK enzyme, Kinase-Glo Plus ATP luminescence, 45 min; Potency, µM (highest dose often 76.8 µM), for inactives: at the top dose activity, negative = inhibition, most hits filed as inhibitors; 0.12% of 410,000 active; note: potency is the fitted concentration of half-maximal effect; % is set by controls: 0 for no effect and ±100 for the full control effect; nearly all actives have a fitted effect of over 50% in size
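Luminescent Kinase-Glo Plus end-point after 45 min room-temperature reaction of T. brucei pyruvate kinase started with 130 uM ADP (final). Buffer TEA 50 mM pH 7.2 with KCl, MgCl2, BSA, Tween-20; titration-based qHTS with fitted concentration-effect curves.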
HCV inhibitor = blocks hepatitis C virus | Huh7.5.1 HCVcc-Cre infection, luciferase reporter, 44 h | Potency, µM (series often up to 41.8 µM), for inactives: at the highest dose activity change, negative = inhibition, usual class: inhibitors | 3.4% of 340,000 active | AID 651820; note: potency is the fitted concentration of half-maximal effect; % is set by controls: 0 for no effect and ±100 for the full control effect
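1,000 cells/well; 4 h culture; + compound; + HCVcc-Cre (~0.5 moi); 44 h; luciferase substrate, RT 15 min; read 15 sec.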
CHX counter = affects cycloheximide protein synthesis inhibition readout, counter-screen; 12% of 300,000 active; max response, %; AID 2314; cell reporter, cycloheximide protein synthesis inhibition counterscreen; in the data active = max response mostly above about 13%, no sharp cut-off; inactive = mostly below about 14%; note: read at 38.3 µM for the half of the compounds with a filed dose; 0% is about no effect
Pf growth 48h = inhibits P. falciparum growth in the first generation, 48 h | Potency, µM (titrated, usually from 28.7 µM), without a hit: top-dose activity change, negative = inhibition, most hits filed as inhibitors | 5.9% of 310,000 active | P. falciparum luciferase growth in erythrocytes, 48 h; note: potency is the fitted concentration of half-maximal effect; % is set by controls: 0 for no effect and ±100 for the full control effect
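A one-generation exposure of luciferase-tagged malaria parasites in RPMI 1640/Albumax erythrocyte culture, 37 C and 5% CO2. Inhibition is inferred from decreased luminescence after adding detection reagent.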
* = called active by the depositor; ? = inconclusive; / = not tested or not shown; [ ] = remark or other dose. Unless noted, calls come from the whole dose curve; as a rule, active = well fitted curve in the direction sought with a large enough effect; inconclusive = small, poorly fitted or top-dose-only effect, or another doubt; inactive = no such curve, though single readings can be large; an effect the other way counts as inactive or inconclusive.

Screens in order: Pf growth 96h, Shiga toxin inh, LmPK inh, Tb PYK inh, HCV inhibitor, CHX counter, Pf growth 48h
O=C(CC(c1ccco1)S(=O)(=O)c1ccccc1)c1ccccc1 (stereo unspecified)
→ 13%, 110*, -11%, -15%, 21%, 42*, 39%[activator]
CCn1c(SCC(=O)N/N=C/c2ccc(OC)c(OC)c2)nc2ccccc21
→ 21%, -4, 3%, -7%, -11%, 2, -6%
Cc1cc(N2CCN(C)CC2)nc2ccc(NC(=O)CCC(=O)NCCc3ccc(Cl)cc3)cc12
→ 11%, -13, -3%, -7%, 5%, 1, 12µM*
Cc1cc(C(=O)N/N=C/c2ccncc2)c2ccccc2n1
→ 29%, -4, -2%, -1%, -15%, -2, 29%
O=C(NCCCCCCNC(=O)c1cccs1)c1cccs1
→ 28%, -7, -2%, -5%, 1%, -3, 3%
COc1ccc2oc(=O)c(C(=O)OCc3ccccc3)cc2c1
→ 0%, 36, 3%, -11%, 3%, 23*, 8%[0.00184 µM]
COCC(=O)N1CCC(Oc2ccc(C(=O)N[C@H](C(=O)OC)C(C)C)cc2)CC1
→ ?, -3, 0%, -2%, 8%, -3, 1%
Nc1nnc(SCCN2C(=O)c3ccccc3C2=O)s1
→ /, 15, -5%, -2%, 15%, 2, 38%[activator]
O=C(c1ccccc1)N1C(=O)C(c2ccccc2)Oc2ccccc21 (stereo unspecified)
→ 3%, 12, 0%, -18%, 10%, -3, 6%
COc1ccc(C(=O)Nc2cccc3c2CCCC3)cc1
→ -53%, 9, 0%, -2%, -25%, 13, 4%
Cc1ccc(C(=O)NC(=S)NNC(=O)c2ccccc2O)cc1
→ -6%, 54*, 3%, -8%, ?, 19*, /
Cc1c(C(=O)OCCOC(C)C)[nH]c2c1C(=O)CC(c1ccco1)C2 (stereo unspecified)
→ ?, -15, 4%, -6%, ?, -3, ?
Nc1cc(=O)[nH]c(SCC(=O)NNC(=O)Cc2ccccc2)n1
→ 11%, 20, 2%, 1%, 0%, 6, 51%
CC(C)CC(NC(=O)CCC(=O)OCC(=O)[C@@]1(O)CCC2[C@@H]3CCC4=CC(=O)C=C[C@]4(C)C3[C@@H](O)C[C@@]21C)C(=O)O (stereo partly specified)
→ ?, -5, 0%, 3%, 24%, 4, ?
CCOc1ccc(C(=O)NCCN2CCCC2)cc1
→ 1%, -4, -5%, 7%, 9%, 6, -13%
C=C(C)c1cccc(C(C)(C)NC(=O)NCc2cccnc2)c1
→ ?, 6, 4%, 0%, 23%, 8, 0%
Cc1ccc(C2c3sc(=O)[nH]c3SC3C4CC(C5C(=O)N(C(C)C(=O)O)C(=O)C45)C23)cc1 (stereo unspecified)
→ 0%, -7, 4%, -14%, 6%, -1, -6%
OC1O[C@H](c2ccc3c(c2)OCO3)[C@H]2CO[C@H](c3ccc4c(c3)OCO4)[C@@H]12 (stereo partly specified)
→ 52%[activator], -1, 6%, -3%, -20%, -3, 0%
COc1ccc(-c2nnc(NC(=O)C3CCCN3S(=O)(=O)c3cccs3)o2)cc1 (stereo unspecified)
→ 39%[activator], /, /, -3%, 16%, /, 11%
CC(NS(=O)(=O)c1cccc(Cl)c1)C(=O)Nc1ccc(-c2nc3ccccc3s2)cc1 (stereo unspecified)
→ /, 44, 9%, -10%, ?, 38*, ?
CCCn1cc(C(=O)OCC)c(=O)c2cc(F)c(F)cc21
→ 2%, -3, -3%, 3%, -8%, -2, -9%
Cc1ccc(C)c(N2CCN(c3nnnn3-c3ccccc3)CC2)c1
→ /, 1, 3%, 0%, ?, -2, ?
O=C(Cn1c(C(F)(F)F)nc2ccccc21)N1CCCC1
→ /, -10, 1%, 6%, 3%, -2, 0%
O=C(COC(=O)c1ccccc1[N+](=O)[O-])Nc1cc(S(=O)(=O)N2CCOCC2)ccc1N1CCCC1
→ -10%, 2, 3%, 5%, 7%, -2, 0%
CC(=O)c1ccccc1NCC(=O)Nc1ccc(C)cc1
→ ?, 61*, 1%, -2%, -8%, 30*, 11%
CC(=O)N1CCCc2cc(S(=O)(=O)Nc3ccc(C)c(F)c3)ccc21
→ /, 2, /, -1%, /, 7, /
COc1cc(C2CC(=O)NC3=C2C(=O)CC(C)(C)C3)cc(OC)c1O (stereo unspecified)
→ -1%, -10, 0%, -23%, 8%, -3, 2%
Cc1cc(SCC(=O)NN=C2CCN(C(C)C)CC2)c(C)cc1Br
→ -7%, 4, -2%, -3%, -7%, -5, -1%
Cc1cc(Cl)ccc1C(=O)C1CCCN(C(=O)c2nonc2C)C1 (stereo unspecified)
→ ?, -11, -9%, 5%, -1%, -1, -5%
COc1cc(SC)ccc1C(=O)Nc1ccccc1C#N
→ 100%[activator], 91*, -10%, -1%, ?, 37*, 222%[activator]

An excerpt from above in order of molar mass, low to high.
Screens in order: Pf growth 96h, Shiga toxin inh, LmPK inh, Tb PYK inh, HCV inhibitor, CHX counter, Pf growth 48h
COc1ccc(C(=O)Nc2cccc3c2CCCC3)cc1
→ -53%, 9, 0%, -2%, -25%, 13, 4%
COc1ccc(-c2nnc(NC(=O)C3CCCN3S(=O)(=O)c3cccs3)o2)cc1 (stereo unspecified)
→ 39%[activator], /, /, -3%, 16%, /, 11%
O=C(COC(=O)c1ccccc1[N+](=O)[O-])Nc1cc(S(=O)(=O)N2CCOCC2)ccc1N1CCCC1
→ -10%, 2, 3%, 5%, 7%, -2, 0%

The list goes on:
Screens in order: Pf growth 96h, Shiga toxin inh, LmPK inh, Tb PYK inh, HCV inhibitor, CHX counter, Pf growth 48h
Cn1c(CCNS(=O)(=O)c2ccc(F)cc2)nnc1SCc1cccnc1
→ ?, 17, -4%, 0%, 9%, -3, -12%
CC(=O)N1N=C(c2ccccc2)OC1c1ccc([N+](=O)[O-])s1 (stereo unspecified)
→ ?, 8, 0%, 2%, 23%, 11, -4%
CC1=NN(c2ccccc2)C(=O)C1/C=C1\C(=O)NC(=O)N(c2ccc(C)c(C)c2)C1=O (stereo unspecified)
→ 38%[activator], -8, 12%, 2%, 1%, 9, /
Cc1ccc(Nc2nc(N)c([N+](=O)[O-])c(N3CCOCC3)n2)cc1C
→ ?, 18, -2%, -7%, ?, 10, ?
COc1ccc(C(=O)COC(=O)c2nn(C)cc2Cl)cc1
→ 215%[activator], 69*, -12%, -6%, -9%, 15*, 5%
O=C(CS(=O)(=O)c1ccccc1)Nc1cccnc1
→ 59%[activator], -16, 2%, 1%, 17%, -2, 13%
CC1CCc2[nH]nc(C(=O)O)c2C1 (stereo unspecified)
→ -7%, -16, -3%, 2%, 17%, -4, 7%
Cn1c(=O)n(Cc2ccc(F)cc2)c(=O)c2c1nc1n2CCN1Cc1ccco1
→ ?, -16, 0%, 1%, ?, 8, ?
COc1ccc(C)cc1NC(=O)Cc1c(C(=O)O)n(C)c2ccccc12
→ ?, -8, -3%, 5%, 20%, -1, /
C/C(CC(=O)NC1CCCC1)=N\NC(=O)Cc1cccs1
→ 39%[activator], 20, -1%, -11%, -6%, 15*, 1%
CN(C)CCNS(=O)(=O)c1ccc(Cl)cc1
→ ?, -1, -4%, 3%, 15%, 1, 11%
COc1ccc(NC(=O)/C(Cl)=C(/Cl)S(=O)Cc2ccc(Cl)cc2)cn1 (stereo unspecified)
→ ?, -41, -5%, 17%, 7.9µM*, -13, -36%
COC(=O)Cn1c(O)c(N=NC(=O)CNC(=O)c2ccncc2)c2ccccc21
→ 0%, -13, 4%, 0%, 8%, -1, 13%
Cc1ccccc1NC(=O)Cc1cccc(C(F)(F)F)c1
→ 45%[activator], 10, -3%, 7%, -4%, 4, 23%
CC(C)NC(=NCc1ccc(Cl)cc1Cl)Nc1ccccc1
→ ?, -9, 0%, 0%, ?, -4, /
Cc1ccc(C(=O)C2CN3CCC2CC3)cc1 (stereo unspecified)
→ 12%, -6, 0%, -2%, -15%, 6, -23%
Oc1cccc(-c2nc3c4c(ncn3n2)-c2ccccc2CC42CCCC2)c1
→ 9.3µM*, -16, -9%, 3%, /, -3, 12µM*
CNc1snc(C)c1C(=O)OCC(=O)N(C)c1ccccc1
→ -7%, /, /, 1%, 12%, /, 7%
COc1ccc(Br)cc1C(=O)Nc1ccccc1N1CCN(C(=O)c2ccccc2)CC1
→ -11%, -3, -2%, 4%, 11µM*, -2, ?
CCOc1ccccc1N1CC(C(=O)Nc2cc(Cl)ccc2C)CC1=O (stereo unspecified)
→ 21%, 6, -1%, -2%, -19%, -13, 15%
CC(=O)Cn1c(CN2CCCC2)nc2ccccc2c1=O
→ 35%, -4, 3%, 0%, 4%, 9, 10%
CCCCCCOc1ccc(/C(C)=N/NC2=NCCN2)cc1[N+](=O)[O-]
→ 28%, 11, 0%, 1%, 32µM*, 18, ?
CCC(C)N(C(=O)CSc1nc2ccc(OC)cc2[nH]1)C1CCS(=O)(=O)C1 (stereo unspecified)
→ -15%, /, /, -13%, 5%, /, 0%
COc1ccc(NC(=O)[C@@H]2CCCN2C(=O)c2cccs2)cc1S(=O)(=O)N1CCCCC1
→ 11%, /, /, 0%, -14%, /, ?
COCCCNC(=S)N/N=C/c1ccc2c(c1)OCO2
→ -2%, 2, 3%, 2%, -15%, 9, 87%[activator]
Cc1cc(C)cc(OCC(=O)OCC(=O)Nc2cc(S(=O)(=O)N3CCOCC3)ccc2C)c1
→ -24%, /, /, 0%, 33%[activator], /, -16%
N#Cc1c(NC(=O)c2cnn3cccnc23)sc2c1CCCC2
→ 29%, 41, -4%, ?, 10%, 14, 52%[activator]
Cn1c(=O)c2c(nc(NCCCN3CCOCC3)n2Cc2ccc(Cl)cc2Cl)n(C)c1=O
→ 7%, -20, -6%, /, /, -3, 0%
NC(=O)CSc1nc(O)cc(=O)n1-c1ccccc1
→ /, 3, 0%, -3%, 8%, 1, 10%
COc1ccc(C(=O)N/C(=C/c2cccnc2)C(=O)N2CCN(C)CC2)cc1OC
→ ?, 3, 2%, 0%, 13%, 4, -23%
O=C(Nc1nc(-c2ccccc2)ns1)c1ccncc1
→ 69%[activator], 18, 3%, ?, 11%, 2, 43%[activator]
Cc1ccc2nc3ccc(N4CCCC4)nn3c(=O)c2c1
→ 4.7µM*, 63, -4%, -10%, 12%, 35*, 171%[activator]
NS(=O)(=O)c1ccc(CCNS(=O)(=O)c2cccc3cccnc23)cc1
→ 1.2µM*, -6, -1%, -12%, 10%, -6, -23%
CCOc1ccc(NC(=O)/C(=C\c2ccc(OC(C)=O)c(OC)c2)NC(C)=O)cc1
→ 10%, 14, -1%, -4%, 11%, 6, -3%
Cc1ccc(C(CC(=O)O)NC(=O)c2ccc(S(=O)(=O)N3CC(C)OC(C)C3)cc2)cc1 (stereo unspecified)
→ 9%, /, /, 13%, -2%, /, -8%
O=C(CCOc1ccccc1)Nc1ccc(S(=O)(=O)N2CCCC2)cc1
→ ?, 10, 2%, -8%, -20%, 8, -28%
